AID inhibitor: inhibitors of human activation induced cytidine deaminase; Q9GZX7; AID deamination FRET fluorescence, UDG-coupled, 4 h; Potency, µM (highest dose often 115 µM), inactives show at the top dose activity change, negative = inhibition, hits mostly inhibitors; 0.32% of 91,000 active; AID 1347428; note: nearly all actives have a fitted effect of over 25% in size
Target sequence (Q9GZX7 whole entry, looked up): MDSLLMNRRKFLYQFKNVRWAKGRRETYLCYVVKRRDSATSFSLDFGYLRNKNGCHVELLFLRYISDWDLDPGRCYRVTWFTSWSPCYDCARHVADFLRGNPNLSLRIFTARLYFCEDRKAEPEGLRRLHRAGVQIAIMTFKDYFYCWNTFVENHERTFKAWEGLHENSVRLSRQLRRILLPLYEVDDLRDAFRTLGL
UDG counterscr: UDG inhibition counter-screen. Potency, µM (titrated, usually from 115 µM), inactives show at the top dose activity change, negative = inhibition, most hits filed as inhibitors. 0.14% of 91,000 active. FRET deamination/UDG coupled assay, UDG read, 4 h; note: nearly all actives have a fitted effect of over 65% in size
Starred values were filed as active, the others as inactive; ? = inconclusive; & = joins results of further samples; [ ] = dose if it differs, or a comment. Calls come from the whole dose curve; as a rule, active = well fitted curve in the direction sought with a large enough effect; inconclusive = small, poorly fitted or top-dose-only effect, or another doubt; inactive = no such curve, though single readings can be large; an effect the other way counts as inactive or inconclusive. % is set by controls: 0 for no effect and ±100 for the full control effect; potency is the fitted concentration of half-maximal effect.

Each structure is followed by: UDG counterscr, AID inhibitor
> CC1=C(C(=O)OC2CCCC2)C(c2c(F)cccc2Cl)CC(=O)N1 (centres undefined)
→ -2%, 25%
> CCCCC1CCC(C(=O)Nc2c(C(C)C)cccc2C(C)C)CC1 (centres undefined)
→ 6%, -1%
> CC(CNC(=O)C1CCN(S(=O)(=O)c2ccc3c(ccn3C)c2)CC1)c1ccccc1 (centres undefined)
→ -1%, 10%
> CCC(C(=O)Nc1cc(OC)ccc1OC)n1nc(-c2ccccc2)c2c(c1=O)CCCC2 (centres undefined)
→ -22%, 28µM*
> CCCCN(CC)C(=O)C1CCC(CNS(=O)(=O)c2cccc3nsnc23)CC1 (centres undefined)
→ -17%[57.5 µM], -8%[57.5 µM]
> COc1ccccc1CCNC(=O)Cn1nc(C(N)=O)c2ccccc2c1=O
→ 2%, 5%
> Cc1noc(C(C)Nc2ccc(N3CCCC3=O)c(Cl)c2)n1 (centres undefined)
→ -5%, -5%
> CN(Cc1ccccc1N1CCOCC1)C(=O)c1ccc2c(c1)S(=O)(=O)c1ccccc1C2=O
→ -1%, -15%
> CCCC(NC(=O)c1ccc(Cl)nc1)c1ccccc1 (centres undefined)
→ -1%, -1%
> O=C(Cn1cnc2ccccc2c1=O)OCC(=O)c1ccc2c(c1)OCCO2
→ -7%, -5%
> CCCCC(CC)CNc1ncnc2sccc12 (centres undefined)
→ -3%, -10%
> CC(NC(=O)Cc1ccc(NC(=O)N2CCCCc3ccccc32)cc1)c1ccccc1 (centres undefined)
→ 11%, -8%
> Cc1ccc(C)c(NC(=O)c2ccc3c(=O)n(-c4ccccc4)c(=O)[nH]c3c2)c1
→ -1%, -2%
> COc1ccccc1NC(=O)c1c(NC(=O)Cc2ccccc2)sc2c1CCC(C(C)(C)C)C2 (centres undefined)
→ -12%[57.5 µM], -25%[57.5 µM]
> COc1ccc(Cc2c(C)nn(-c3nc(CC(=O)Nc4ccccc4)cs3)c2C)cc1
→ 1%, 15%
> COc1cc(NC(=O)CSc2nc3c(=O)[nH]cnc3n2-c2ccc(C)cc2)cc(OC)c1
→ 9%, 7%
> O=[N+]([O-])c1ccc(C(c2ccccc2)c2cccc3ccccc23)cc1 (centres undefined)
→ -1%, -8%
> COc1cc(CC(=O)NC2CCc3ccccc32)ccc1C (centres undefined)
→ -10%, -7%
> Cc1cccc(NC(CNS(=O)(=O)c2ccc(Cl)cc2)c2ccccc2)c1 (centres undefined)
→ -4%, 3%
> CC(C)NC(=O)CSc1ccc2c(c1)OCCO2
→ 2%, -2%

Laid out differently: 3 of the compounds above
SMILES | UDG counterscr | AID inhibitor
COc1ccc(Cc2c(C)nn(-c3nc(CC(=O)Nc4ccccc4)cs3)c2C)cc1 | 1% | 15%
Cc1ccc(C)c(NC(=O)c2ccc3c(=O)n(-c4ccccc4)c(=O)[nH]c3c2)c1 | -1% | -2%
CCCCC(CC)CNc1ncnc2sccc12 (centres undefined) | -3% | -10%

Continuation.
Each structure is followed by: UDG counterscr, AID inhibitor
> COc1cc(C(=O)OCc2cc(=O)n3nc(C4CCCCC4)sc3n2)cc(OC)c1OC
→ 5%&-23%, ?
> COc1ccc2c(C)c(CCC(=O)Nc3cc(C)cc(C)c3)c(=O)oc2c1
→ -2%, 3%
> COc1cc(C2Nc3ccccc3-c3nnc(SCc4ccc(C)cc4)nc3O2)cc(OC)c1O (centres undefined)
→ -17%[57.5 µM], 28%[57.5 µM]
> CCCOc1ccc(NC(=O)c2n[nH]c(=O)c3ccccc23)cc1OCCC
→ -5%, -6%
> COc1ccccc1NC(=O)CSC1=Nc2ccccc2C2=NC(CCC(=O)NCc3cccs3)C(=O)N12 (centres undefined)
→ ?, -4%
> CC(OC(=O)CCCc1c[nH]c2ccccc12)C(=O)NC(N)=O (centres undefined)
→ 1%, 1%
> Cc1ccc(C)c(NC(=O)/C(C#N)=C/c2ccc(C(C)C)cc2)c1
→ ?, -1%
> CCCc1c/c(=N\O)oc2cc(C)c3c(C)c(C)oc3c12
→ 2%, -11%
> COc1ccc(OC)c(-c2noc(CSc3nnc(Cc4ccccc4)n3-c3cccc(C)c3)n2)c1
→ ?, ?
> CCN(Cc1cccs1)C(=O)c1cccs1
→ -9%, -6%

Ordered by value in AID inhibitor (low to high): 3 of the compounds above.
SMILES,AID inhibitor
CCCc1c/c(=N\O)oc2cc(C)c3c(C)c(C)oc3c12,-11%
Cc1ccc(C)c(NC(=O)/C(C#N)=C/c2ccc(C(C)C)cc2)c1,-1%
CC(OC(=O)CCCc1c[nH]c2ccccc12)C(=O)NC(N)=O (centres undefined),1%

Additional records
Each structure is followed by: UDG counterscr, AID inhibitor
> COCCn1c(-n2nc(C)cc2C)nc2c1c(=O)n(Cc1ccc(F)cc1)c(=O)n2C
→ -2%, -3%
> NCC(O)c1ccc(O)c(O)c1 (centres undefined)
→ -2%, 2%
> CCC(C(=O)Nc1ccc(F)cc1F)n1nc(-c2ccccc2)c2c(c1=O)CCCC2 (centres undefined)
→ 4%, ?
> COc1ccc2c(c1)c(=O)c(C(=O)c1ccc(Cl)cc1)cn2CC(=O)Nc1ccc2c(c1)OCCO2
→ 1%, 13%
> Cc1ccc(N2NC3(CCCCC3)NC2=S)cc1
→ -11%, -7%
> O=C(Nc1ccc(-c2cc(C(F)(F)F)nn2-c2ccccc2)cc1)c1cccc(F)c1
→ -21%, -26%
> Cc1ccc(Cn2c(CN(C)Cc3ccccc3)nc3c2c(=O)n(C)c(=O)n3C)cc1
→ -12%, -18%
> O=C(COc1ccc(Cl)cc1)Nc1ccc2nc(SCC(=O)N3CCCC3)sc2c1
→ 2%[57.5 µM], 11%
> CC(C)(/C=N/N(Cc1ccccc1)c1ccccc1)CO
→ -6%, -12%
> CCN(CC)C(=O)Cc1n[nH]c(=O)c2ccccc12
→ -10%, -4%
> Cc1ccc2cccc(NC(=O)c3ccc(C#N)cc3F)c2n1
→ -4%, 27%
> O=S(=O)(NCCO)c1ccc2ccccc2c1
→ 5%, -4%
> CCOC(=O)c1ccc(NS(=O)(=O)c2ccc(Br)s2)cc1
→ 1%, 0%
> COc1ccc(Cl)cc1NC(=O)c1c(C(=O)Nc2cccc(C)c2C)sc2nc(C)cc(=O)n12
→ -25%, 9%
> Cc1cccc(OC(=O)CSc2nnc(CNC(=O)c3ccccc3)o2)c1C
→ 5%, -4%
> CCn1nc(-c2ccccc2)c(-c2ccccc2)c(C(=O)Nc2ccc(NC(C)=O)cc2)c1=O
→ -5%[57.5 µM], 7%
> CC(C)(C)N(Cc1ccccc1)C(=O)COC(=O)c1cc2ccccc2oc1=O
→ 57%[activator], -3%
> CSc1nc(C)c(CCC(=O)NC(C)c2ccc(F)c(F)c2)c(C)n1 (centres undefined)
→ 5%, -3%
> CCOC(=O)c1c(Oc2ccc(OC)cc2)nnc(-c2ccccc2)c1-c1ccccc1
→ -1%, ?
> C[N+](C)(CC#Cc1ccccc1)CC(=O)c1ccccc1
→ -6%, 4%
> Cn1c(=O)oc2cc(S(=O)(=O)N3CCCC(C(=O)NCCc4ccc(Cl)cc4)C3)ccc21 (centres undefined)
→ -1%, 1%
> CCOc1ccc(-c2nc(CSCC(=O)NCCc3ccc(OCC)c(OCC)c3)c(C)o2)cc1
→ -16%, ?
> COc1ccc(C(=O)Nc2ccnn2Cc2cccs2)cc1S(=O)(=O)N1CCCCCC1
→ -12%, -18%
> COc1cccc(-c2cc(C(=O)Nc3ccc(OC)cc3OC)no2)c1
→ 42%[activator], 13%
> CC(C)NC(=O)NC(=O)COC(=O)C1COc2ccccc2O1 (centres undefined)
→ -3%, -2%
> CCCCN(C)S(=O)(=O)c1ccc(C(=O)Nc2ccc(-c3nc4ccc(C)cc4s3)cc2)cc1
→ 2%, -3%
> Cc1ccc2nc(-c3ccc(NC(=O)c4ccccc4S(C)(=O)=O)cc3)sc2c1
→ -4%, 29%
> COc1ccc(-n2nc(C(=O)NCCc3ccc(Cl)cc3)c3c4ccccc4n(C)c3c2=O)cc1
→ 0%, -4%
> Cc1cccc(-c2noc(C3CC(=O)N(c4ccc5c(c4)OCCO5)C3)n2)c1 (centres undefined)
→ ?, ?
> Cn1nccc1C(=O)NCc1ccc2c(c1)CCN2C(=O)c1ccc(Cl)cc1
→ -3%, 17%

The closing 2 records of the section before lead into the next:
Each structure is followed by: UDG counterscr, AID inhibitor
> Cc1cccc(-c2noc(C3CC(=O)N(c4ccc5c(c4)OCCO5)C3)n2)c1 (centres undefined)
→ ?, ?
> Cn1nccc1C(=O)NCc1ccc2c(c1)CCN2C(=O)c1ccc(Cl)cc1
→ -3%, 17%
> Cc1cccc(N2CCN(C(=O)Cn3ncc4c3-c3cc(C)ccc3OC4)CC2C)c1 (centres undefined)
→ -8%, ?
> Cc1cccc(C(=O)OCc2cc(=O)n3nc(C4CCCCC4)sc3n2)c1
→ -29%, -8%
> c1csc(-c2cc3ccccn3c2)c1
→ -5%, 3%
> C/C(=N/Nc1ccc([N+](=O)[O-])cc1)c1ccccn1
→ -8%, -19%
> CN=C(NC)NCc1ccc(C(=O)OC)cc1
→ 2%, -2%
> CCc1cccc(NS(=O)(=O)c2c(C)nc3sc(CC)nn3c2=O)c1
→ 2%, -3%
> Cc1ccccc1NC(=O)C(=O)NCC(c1ccc2c(c1)OCO2)N1CCN(C)CC1 (centres undefined)
→ -3%, -2%
> CCOc1c(Cl)cc(/C=C2/NC(=O)NC2=O)cc1Cl
→ -4%, -5%
> CCOc1ccc(-n2c(SCC(=O)N3CCCC3)nc3c([nH]c4ccccc43)c2=O)cc1
→ -5%, ?
> CCOc1ccc(CC(=O)Nc2ccc3c(c2)N(C)C(=O)c2ccccc2S3)cc1OCC
→ -22%, -21%
> COCCNC(=O)NC(=O)Cn1nc(C(=O)O)c2ccccc2c1=O
→ 1%, 2%
> O=C(Nc1cc(F)cc(F)c1)C1CC2CCCC(C1)C2=O (centres undefined)
→ 9%, 8%
> O=C(CSc1ncnc2nc[nH]c12)Nc1ccc(F)cc1F
→ -5%, -9%
> O=C(COC(=O)Cn1cnc2ccccc21)Nc1ccccc1C(F)(F)F
→ -14%, -2%
> Cc1ccc2c(c1)C(c1ccc(F)cc1)N(C(=O)c1ccc(S(=O)(=O)N3CCCCC3)cc1)CC(=O)N2 (centres undefined)
→ -20%, ?
> Cc1ccc(O)c(NC(=O)c2ccc(Br)c(S(=O)(=O)N3CCCCC3)c2)c1
→ -8%, -23%
> COC(=O)c1cc(NCc2cc(Cl)c(OCC(N)=O)c(OC)c2)ccc1N1CCOCC1
→ 8%, 5%
> COc1ccc(CCNC(=O)c2cc3cccc4c3n2CC(C)S4)c(OC)c1OC (centres undefined)
→ 61%[activator], ?
> CCCn1c(N2CCN(Cc3ccc(Br)cc3)CC2)nc2c1c(=O)[nH]c(=O)n2C
→ -8%, -14%
> Cc1ccc(Cl)cc1N1CCN(C(=O)c2cnn(C(C)(C)C)c2C2CCN(C(=O)OC(C)(C)C)CC2)CC1
→ 20%, 5%
> O=C(CSc1nccn1Cc1ccc(F)cc1)Nc1ccc2c(c1)OCCO2
→ 5%, 8%
> CCOC(=O)CSc1nc2sc3c(c2c(=O)n1Cc1ccccc1)CCC(C(C)(C)C)C3 (centres undefined)
→ -23%, -12%
> O=C(NC1CC(=O)N(c2ccc(F)cc2)C1)c1ccco1 (centres undefined)
→ 1%, 10%
> CCOC(=O)c1noc2ncnc(NCc3ccccc3OC)c12
→ -7%, -4%
> O=C(NCCCN1CCCCC1)c1cc(Sc2ccc(Cl)cc2)nc2ccccc12
→ -8%, 0%
> Cc1ccc(N(Cc2cccs2)C(=O)c2cccc(C)c2)cc1
→ -10%, -23%
> CCc1cc2c(=O)c(-c3ccc4c(c3)OCCCO4)coc2cc1OS(C)(=O)=O
→ -10%, -19%
> C#C[C@]1(OC(C)=O)CCC2C3CCc4cc(OC(C)=O)ccc4C3CCC21C (some centres undefined)
→ 3%, -3%
> Cc1ccccc1Cn1c(SCc2ccc(C(=O)NC3CCCCC3)cc2)nc2ccncc21
→ -2%, ?
> c1coc(CNC2CCCCC2)c1
→ 7%, -6%
> CCOc1ccc2c(c1)O/C(=C\c1ccccc1OS(C)(=O)=O)C2=O
→ -7%, -16%
> CCc1ccccc1NC(=O)C1CCN(S(=O)(=O)c2ccc3[nH]c(=O)ccc3c2)CC1
→ 0%, 25%
> O=c1c2oc3ccccc3c2n(Cc2ccc(Cl)cc2)c(=O)n1Cc1ccc2c(c1)OCO2
→ 0%, 7%
> CCOc1ccc(C(=O)Nc2ccc(C(=O)OCc3cc(=O)n4ccsc4n3)cc2)cc1
→ -10%, -9%
> CSC(C)C(=O)NC(CC(C)(C)C)c1ccc(F)cc1 (centres undefined)
→ 2%, -8%
> COc1ccc(-c2ccc(=O)n(CC(=O)Nc3ccc(Br)cc3F)n2)cc1
→ 1%[57.5 µM], 3%
> O=C1CN(CC(=O)Nc2ccc(F)cc2F)CCN1
→ 5%, 8%
> CC(C)c1ccccc1-n1c(SCC(=O)N2CCC2)nc2ccccc2c1=O
→ 4%, -9%
> COc1cc(CNC(=O)N2CCN(Cc3ccc(Br)s3)CC2)ccc1OC(F)F
→ -6%, -3%
> CCC(=O)N1CCc2cc(Br)cc(S(=O)(=O)N3CCC(C(=O)NC(C)(C)C)CC3)c21
→ -7%[57.5 µM], -13%
> Cc1cccc(NC(=O)CSc2nncn2C)c1
→ -5%, -5%
> CNC(=O)Nc1ccc(NC(=O)C(c2ccc(Cl)cc2)C(C)C)cc1 (centres undefined)
→ -5%, -2%
> Cc1cccc(N2CCN(C(=O)C3CCN(S(=O)(=O)c4cn(C)cn4)CC3)CC2)c1C
→ 0%, 4%
> CCOC(=O)C(O)(NC(=O)c1ccccc1OCC)C(F)(F)F (centres undefined)
→ -1%, -3%
> COC(=O)c1cc2sc(Cl)cc2n1Cc1c(C)cc(C)cc1C
→ 10%, 13%
> CCC(C(=O)OCC(=O)c1c(C)[nH]c2ccccc12)c1ccccc1 (centres undefined)
→ 8%, -3%

Assay outcomes (PubChem BioAssay)

This is a subset; count on the stated rates, not on these rows.
